Bioassay records: PubChem, several laboratories
BioA inh: inhibitors of Mycobacterium tuberculosis BioA enzyme | purified M. tuberculosis BioA enzyme, plate reader | inhibition, % at 9.99 µM | 360,000 compounds, 0.096% hits | AID 602481; in the data active = inhibition above about 40%; inconclusive = no clear call, values can overlap the other calls
FadD28 binding: inhibitors of Mycobacterium tuberculosis FadD28 bisubstrate binding; inhibition, % at 12.5 µM; FadD28 bisubstrate probe binding, fluorescence polarization; 360,000 compounds, 0.22% hits; in the data active = inhibition above about 8.5%, passing the limit was not always enough; inconclusive = no clear call, values can overlap the other calls
BoNT-A LC inh2: blocks Botulinum neurotoxin A light chain protease; 360,000 compounds, 0.17% hits; inhibition, % at 10 µM; multiplex microsphere protease substrate cleavage, flow cytometry; in the data active = inhibition above about 30%; inconclusive = no clear call, values can overlap the other calls; note: plate controls were buffer without enzyme for full effect and enzyme alone for no effect
CCHF vOTU inh: CCHFV vOTU protease inhibition; Pep-AMC fluorescence; inhibition, % at 11.5 µM; 370,000 compounds, 0.55% hits; note: 0% = vehicle wells with enzyme and 100% = no enzyme wells
FBA Mtb inh: Mtb fructose-bisphosphate aldolase inhibition | purified M. tuberculosis FBA, fluorescence read-out | inhibition, % at 1 µM | 360,000 compounds, 2.3% hits; in the data active = inhibition above about 27%;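 note: 0% = vehicle and 100% = reference inhibitor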
Target sequence (P9WQA3 whole entry, looked up): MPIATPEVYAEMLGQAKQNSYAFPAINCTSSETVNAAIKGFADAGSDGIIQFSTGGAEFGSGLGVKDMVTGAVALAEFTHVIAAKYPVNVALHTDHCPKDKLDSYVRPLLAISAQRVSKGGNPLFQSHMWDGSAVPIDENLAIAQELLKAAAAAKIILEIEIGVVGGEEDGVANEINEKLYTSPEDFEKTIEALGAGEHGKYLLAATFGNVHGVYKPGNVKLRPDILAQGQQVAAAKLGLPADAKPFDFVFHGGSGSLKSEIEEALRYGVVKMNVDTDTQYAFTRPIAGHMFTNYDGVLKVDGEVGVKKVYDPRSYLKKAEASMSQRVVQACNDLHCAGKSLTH
GDH-TPI counter: counter-screen for M. tuberculosis FBA inhibitors: GDH-TPI coupled enzymes. GDH-TPI coupled enzyme counterscreen, NADH absorbance. inhibition, % at 4.8 µM. 360,000 compounds, 1.2% hits;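 note: 0% = DMSO wells and 100% = wells lacking the enzyme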
Mtb UGM inh: blocks M. tuberculosis UGM enzyme; AID 504406; purified UGM, fluorescence polarization probe displacement; 320,000 compounds, 0.06% hits; inhibition, % at 10 µM; in the data active = inhibition above about 10%, passing the limit was not always enough; inconclusive = no clear call, values can overlap the other calls
Target sequence (P9WIQ1 whole entry, looked up): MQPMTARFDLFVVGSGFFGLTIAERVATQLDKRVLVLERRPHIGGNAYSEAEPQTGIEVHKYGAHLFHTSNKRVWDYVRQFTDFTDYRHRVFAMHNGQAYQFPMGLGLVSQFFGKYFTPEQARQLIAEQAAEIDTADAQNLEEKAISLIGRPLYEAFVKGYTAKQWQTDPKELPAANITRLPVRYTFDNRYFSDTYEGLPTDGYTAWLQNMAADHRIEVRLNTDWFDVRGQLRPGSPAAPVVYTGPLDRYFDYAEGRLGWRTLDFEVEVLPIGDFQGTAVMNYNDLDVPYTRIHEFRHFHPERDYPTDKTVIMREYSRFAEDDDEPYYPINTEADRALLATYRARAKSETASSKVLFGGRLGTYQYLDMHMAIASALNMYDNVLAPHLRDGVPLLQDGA
BoNT F protease: blocks Botulinum neurotoxin F light chain protease; inhibition, % at 10 µM; Multiplex microsphere protease cleavage assay, flow cytometry; 360,000 compounds, 0.22% hits; in the data active = inhibition above about 35%, passing the limit was not always enough; inconclusive = no clear call, values can overlap the other calls; note: plate controls were buffer without enzyme for full effect and enzyme alone for no effect
PrPC TRFRET: reduces human prion protein on the cell surface; inhibition, % at 13.8 µM; 370,000 compounds, 0.43% hits; cell surface PrPC, TR-FRET read-out; in the data active = inhibition above about 24%; note: 0% = median of the test wells and 100% = reference compound wells
An asterisk follows results filed as active; ? = inconclusive; / = no result given. Cut-off read from the data, not from the text of the source, unless noted: active = inhibition above about 30%; inactive = the rest.

1. COc1cc(C(=O)N(Cc2cccc(Cl)c2)C2CCS(=O)(=O)C2)cc(OC)c1OC (stereo not drawn)
2. Cc1ccc(OCC(=O)Nc2cc(NC(=O)COc3ccc(C)cc3)cc(C(=O)O)c2)cc1
3. CC(C)c1cc(O)c(-c2ccccc2)c(=O)n1-c1ccc(Cl)cc1
4. Cc1cccc2cc(CN(CC3CCCO3)C(=S)NCc3ccco3)c(=O)[nH]c12 (stereo not drawn)
5. COc1ccc(C)cc1NC(=O)CN1C(=O)CSc2ccc(S(=O)(=O)N3CCCC3)cc21
6. Nn1c(-c2ccco2)n[nH]c1=S

Assay by compound	1	2	3	4	5	6
BioA inh	3.2	7.6	-1.8	-0.8	1.2	/
FadD28 binding	-4.2	-3.0	-1.7	0.9	-2.8	-2.8
BoNT-A LC inh2	1.3	-0.8	4.1	1.4	1.2	-0.5
CCHF vOTU inh	-2.5	14.1	2.7	-1.9	15.6	-8.3
FBA Mtb inh	1.4	0.4	2.0	1.9	0.2	1.7
GDH-TPI counter	-4.2	-12.3	22.8	10.2	-3.5	-16.4
Mtb UGM inh	0.3	-0.2	-2.4	0.1	0.4	1.4
BoNT F protease	7.2	-15.1	?	13.4	2.8	1.3
PrPC TRFRET	-3.2	-3.4	19.6	-6.4	12.6	-1.1

7. Cc1cc(C)cc(NC(=S)NCc2ccc(S(N)(=O)=O)cc2)c1
8. O=C1CCCC2=C1C(c1cn(-c3ccccc3)nc1-c1cccs1)c1c([nH]c(=O)[nH]c1=O)N2 (stereo not drawn)
9. O=C(CCSC1=NCCCN1)c1ccc(F)cc1
10. O=C1c2cccc3cccc(c23)C(=O)N1CCN1CCN(C(=S)Nc2ccc(Cl)cc2)CC1
11. O=S(=O)(c1ccc(Cl)cc1)c1snnc1-c1ccccc1
12. Cc1cc2cc(CNC(=O)c3cccc([N+](=O)[O-])c3)ccc2n1C

Assay by compound	7	8	9	10	11	12
BioA inh	1.1	-1.2	/	0.4	-0.4	-1.3
FadD28 binding	-2.6	-1.6	-4.1	-3.3	0.9	-0.5
BoNT-A LC inh2	-0.1	0.2	-0.6	0.4	-0.1	2.2
CCHF vOTU inh	-10.6	-0.4	-7.4	7.2	5.3	3.0
FBA Mtb inh	0.7	4.2	0.1	-2.8	-0.6	-3.1
GDH-TPI counter	8.1	10.5	1.7	5.2	11.2	5.3
Mtb UGM inh	0.0	1.7	/	-0.1	-0.8	-0.5
BoNT F protease	1.8	-5.5	-9.5	2.7	-7.4	-8.8
PrPC TRFRET	4.5	6.1	-8.8	-9.2	6.8	36.8*

13. CC1C(=O)N2CCCc3cc(S(=O)(=O)NCc4ccc(Cl)cc4)cc1c32 (stereo not drawn)
14. CCN(Cc1cn2cccnc2n1)C1CCCCC1
15. COc1ccc(NC(=O)c2cccc(OC(F)F)c2)cc1Cl
16. C=C(C)CNC(=S)N=Nc1c(O)[nH]c2ccc([N+](=O)[O-])cc12
17. CC(=NNC(=S)N1CCCCCC1)c1ccccn1
18. Cc1ccccc1NC(=O)C1CCCN(C(=O)NCc2ccccc2)C1 (stereo not drawn)

Assay by compound	13	14	15	16	17	18
BioA inh	1.0	-1.5	1.5	/	/	-0.6
FadD28 binding	-6.7	-4.2	-3.7	-0.6	-2.3	/
BoNT-A LC inh2	1.1	-0.8	?	0.7	32.5*	-0.5
CCHF vOTU inh	5.2	-39.0	-9.8	5.0	-8.6	1.9
FBA Mtb inh	0.2	109.3*	0.4	-3.1	3.4	3.3
GDH-TPI counter	-7.8	-5.0	0.0	12.1	12.9	6.0
Mtb UGM inh	1.2	0.6	1.7	0.7	/	0.9
BoNT F protease	-1.0	0.9	-3.9	-6.7	55.0*	-7.2
PrPC TRFRET	-5.9	-0.7	5.3	1.2	-3.1	3.2

19. CCn1c(SCC(=O)OC)nnc1-c1c[nH]c2ccccc12
20. COc1ccc(C(=O)Nc2ccc3ccccc3c2)cc1OC
21. O=C(NNS(=O)(=O)c1ccccc1F)c1sccc1-n1cccc1
22. CCN(CC)S(=O)(=O)c1ccc(Cl)c(NC(=O)c2ccc(C#N)cc2)c1
23. Cc1ccnn1CCC(=O)N1CCCC(Nc2ccc(F)c(F)c2)C1 (stereo not drawn)
24. CSc1nc(N(C)NC(=O)c2ccc(Cl)cc2)c2ccccc2n1

Assay by compound	19	20	21	22	23	24
BioA inh	/	2.4	/	1.4	3.0	/
FadD28 binding	-2.3	-0.2	-1.1	-3.0	1.1	-0.3
BoNT-A LC inh2	0.3	-0.5	-0.9	0.1	2.3	-0.2
CCHF vOTU inh	4.4	9.7	7.3	-2.0	12.8	1.2
FBA Mtb inh	1.9	2.6	6.4	1.7	-2.8	1.6
GDH-TPI counter	-6.5	17.1	4.2	9.6	-2.4	13.3
Mtb UGM inh	-1.7	1.5	-1.1	-1.9	-0.8	-1.3
BoNT F protease	-2.2	5.4	-0.9	1.5	16.1	5.5
PrPC TRFRET	-1.4	-4.7	-1.0	-1.4	8.4	12.7

25. CCCCCC(=O)NC(NC(=S)NC1CCS(=O)(=O)C1)C(Cl)(Cl)Cl (stereo not drawn)
26. O=C(Nc1nnc(SCC(=O)N2CCOCC2)s1)C1CC(=O)N(c2ccccc2)C1 (stereo not drawn)
27. O=C(Nc1ccc(F)c([N+](=O)[O-])c1)C1CC(=O)N(Cc2ccccc2)C1 (stereo not drawn)
28. COc1ccccc1CCNC(=O)Cn1c(=O)oc2ccccc21
29. CCOC(=O)Cn1nnc2c(sc3nc4c(c(-c5ccc(Cl)cc5)c32)CCC4)c1=O
30. O=C(NC(=S)NCc1ccccc1)c1cccnc1

Assay by compound	25	26	27	28	29	30
BioA inh	0.6	-2.0	/	-0.9	-0.2	5.0
FadD28 binding	-6.6	-1.7	0.4	0.3	-3.0	-2.8
BoNT-A LC inh2	0.5	-0.5	0.0	-0.6	0.0	-0.1
CCHF vOTU inh	-5.8	1.9	3.8	21.0	-10.1	-8.5
FBA Mtb inh	1.2	-2.8	-0.6	-1.9	-2.1	-0.3
GDH-TPI counter	6.6	18.6	-1.3	-3.7	-0.9	-5.7
Mtb UGM inh	-2.1	-2.1	3.7	0.8	-0.2	2.4
BoNT F protease	-3.4	2.4	-3.4	11.8	-3.8	-2.1
PrPC TRFRET	7.6	-4.2	-19.6	-3.4	-3.4	6.2

31. COC(=O)C1C(=O)c2c(n[nH]c2C)CC1(C)C (stereo not drawn)
32. c1ccc(CSc2ccc(-c3ccco3)nn2)cc1
33. O=C(NNC(=O)c1cnccc1C(F)(F)F)c1ccccc1
34. O=C1[C@@H]2C(c3cccnc3)=NO[C@@H]2C(=O)N1c1ccc(Br)cc1
35. COCCNC(=O)C1CCCN(C(=O)COCc2ccccc2)CC1 (stereo not drawn)
36. COc1ccccc1N1CCN(C(=O)CSc2nnc(NC(=O)C3CC3)s2)CC1

Assay by compound	31	32	33	34	35	36
BioA inh	-1.1	/	-0.6	-2.5	-1.8	-0.7
FadD28 binding	-0.1	-3.5	-3.5	-1.4	-2.5	-4.1
BoNT-A LC inh2	-1.5	-1.9	-0.6	-6.8	0.2	0.7
CCHF vOTU inh	2.4	-0.3	-6.7	-12.7	-0.7	-3.2
FBA Mtb inh	2.5	1.3	-0.4	-0.8	-2.5	-0.1
GDH-TPI counter	3.6	0.0	-1.5	-6.9	-4.0	-7.3
Mtb UGM inh	-1.6	/	-0.2	1.4	/	-0.2
BoNT F protease	-25.0	-18.3	-3.7	?	6.1	-6.6
PrPC TRFRET	7.5	15.1	-2.1	11.8	5.8	1.0

37. CC(C)Cn1c(SCC(=O)NCc2ccc(Cl)cc2)nnc1-c1cccc(S(=O)(=O)N2CCOCC2)c1
38. NS(=O)(=O)c1ccc(CCNC(=O)C(=O)c2c[nH]c3ccccc23)cc1
39. COc1ccc(-c2csc(C(C)(O)c3cccc(F)c3)n2)cc1 (stereo not drawn)
40. C/C(=N\Nc1ccc(C(=O)O)cc1)c1ccc(-n2ccnc2)cc1
41. Cc1nn(C)c(C)c1/C=C(/C(=O)C(C)C)n1cncn1
42. NC(=O)c1cc([N+](=O)[O-])ccc1Nc1ccccc1

Assay by compound	37	38	39	40	41	42
BioA inh	0.9	/	-0.1	/	/	0.9
FadD28 binding	-2.3	-4.4	-2.6	-2.3	-2.5	-0.3
BoNT-A LC inh2	-0.1	0.5	-0.3	-0.4	0.1	0.1
CCHF vOTU inh	9.9	7.3	5.4	6.4	-7.5	7.4
FBA Mtb inh	-1.6	1.2	1.7	-1.5	-0.7	-2.3
GDH-TPI counter	-0.9	3.0	9.7	30.5	5.6	20.3
Mtb UGM inh	0.5	2.2	/	2.2	-1.0	-0.8
BoNT F protease	1.1	-1.1	-1.6	2.0	-3.4	-4.3
PrPC TRFRET	0.1	-2.2	8.0	-3.9	9.0	-25.9

43. CCOc1ccc(OCCC(=O)N2CCN(S(=O)(=O)c3ccc(OCC)cc3)CC2)cc1
44. Cc1c(C)c2cccnc2c2ncccc12
45. CCCCn1c(O)c(C(CC)=NC(C)c2ccccc2)c(=O)[nH]c1=O (stereo not drawn)
46. N#Cc1nc(Cc2ccccc2)oc1NCCN1CCOCC1
47. CC1Cc2ccccc2N1C(=O)CN1CCCCC1 (stereo not drawn)
48. Cc1ccc(-n2nc(C)c3c(C(=O)OCC(=O)N(C)C4CCS(=O)(=O)C4)cc(-c4ccccc4)nc32)cc1 (stereo not drawn)

Assay by compound	43	44	45	46	47	48
BioA inh	0.9	-1.3	9.4	0.6	/	/
FadD28 binding	0.6	-1.7	-1.7	-2.1	-0.4	-1.5
BoNT-A LC inh2	-2.9	4.5	0.6	-0.4	0.8	1.1
CCHF vOTU inh	8.1	/	3.8	-10.8	-4.8	-3.5
FBA Mtb inh	3.1	2.8	0.2	-0.2	-1.7	5.4
GDH-TPI counter	3.1	-1.8	2.8	-3.2	-5.9	8.1
Mtb UGM inh	-4.5	-1.3	0.2	1.4	-1.0	2.3
BoNT F protease	-5.2	18.3	5.6	-14.1	-16.9	-11.3
PrPC TRFRET	3.9	/	4.4	-2.7	3.1	-5.7

An excerpt of these results, with two lines to a compound.
The line under a structure holds: BioA inh	FadD28 binding	BoNT-A LC inh2	CCHF vOTU inh	FBA Mtb inh	GDH-TPI counter	Mtb UGM inh	BoNT F protease	PrPC TRFRET
41	Cc1nn(C)c(C)c1/C=C(/C(=O)C(C)C)n1cncn1
  /	-2.5	0.1	-7.5	-0.7	5.6	-1.0	-3.4	9.0
42	NC(=O)c1cc([N+](=O)[O-])ccc1Nc1ccccc1
  0.9	-0.3	0.1	7.4	-2.3	20.3	-0.8	-4.3	-25.9
43	CCOc1ccc(OCCC(=O)N2CCN(S(=O)(=O)c3ccc(OCC)cc3)CC2)cc1
  0.9	0.6	-2.9	8.1	3.1	3.1	-4.5	-5.2	3.9
44	Cc1c(C)c2cccnc2c2ncccc12
  -1.3	-1.7	4.5	/	2.8	-1.8	-1.3	18.3	/
45	CCCCn1c(O)c(C(CC)=NC(C)c2ccccc2)c(=O)[nH]c1=O (stereo not drawn)
  9.4	-1.7	0.6	3.8	0.2	2.8	0.2	5.6	4.4
46	N#Cc1nc(Cc2ccccc2)oc1NCCN1CCOCC1
  0.6	-2.1	-0.4	-10.8	-0.2	-3.2	1.4	-14.1	-2.7
47	CC1Cc2ccccc2N1C(=O)CN1CCCCC1 (stereo not drawn)
  /	-0.4	0.8	-4.8	-1.7	-5.9	-1.0	-16.9	3.1
48	Cc1ccc(-n2nc(C)c3c(C(=O)OCC(=O)N(C)C4CCS(=O)(=O)C4)cc(-c4ccccc4)nc32)cc1 (stereo not drawn)
  /	-1.5	1.1	-3.5	5.4	8.1	2.3	-11.3	-5.7

Following part:
49. CCOC(=O)C1=C(CN2CCSCC2)NC(=O)NC1c1cc(C)ccc1C (stereo not drawn)
50. COc1ccc2[nH]cc(CCNC(=O)c3ccccc3Cl)c2c1
51. Cc1cc(C(=O)OCC(=O)NCc2ccccc2)c2ccccc2n1
52. Cc1cc(C)c(NC(=O)CCN2CCN(Cc3ccccc3)CC2)c(C)c1

Assay by compound	49	50	51	52
BioA inh	-0.5	1.1	-0.3	0.8
FadD28 binding	1.3	-0.3	-3.4	-3.1
BoNT-A LC inh2	0.6	-0.4	3.7	/
CCHF vOTU inh	-5.3	-7.9	4.0	-15.9
FBA Mtb inh	-0.4	0.7	-0.1	1.9
GDH-TPI counter	0.4	2.5	2.2	0.7
Mtb UGM inh	0.9	1.2	2.2	-2.4
BoNT F protease	4.7	?	3.6	/
PrPC TRFRET	3.8	-2.4	-0.5	-2.6

The order is random; any-hit rate near 4.8%.
